Source: PubChem
DUSP3 inh: DUSP3 (human) phosphatase inhibition. P51452. recombinant VHR phosphatase, pNPP absorbance. inhibition, % at 13.3 µM. actives 0.52% (n = 290,000). AID 1654; in the data active = inhibition above about 50%; also: some compounds called inactive have numbers as strong as hits
Target sequence (P51452 whole entry, looked up): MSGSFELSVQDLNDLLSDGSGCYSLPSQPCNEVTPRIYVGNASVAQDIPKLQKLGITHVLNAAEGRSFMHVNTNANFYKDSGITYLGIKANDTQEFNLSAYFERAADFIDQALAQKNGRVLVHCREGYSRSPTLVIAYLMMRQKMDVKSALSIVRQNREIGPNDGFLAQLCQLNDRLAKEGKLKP
GDH-TPI inh: counter-screen for M. tuberculosis FBA inhibitors: GDH-TPI coupled enzymes; GDH-TPI coupled enzyme counterscreen, NADH absorbance; inhibition, % at 4.8 µM; actives 1.2% (n = 360,000); AID 588335; in the data active = inhibition above about 30%;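 also: 0% = DMSO wells and 100% = wells lacking the enzyme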
BH1578 lux ind: quorum light induction in luxS cqsA deficient V. cholerae. V. cholerae BH1578 lux reporter, luminescence, 6 h. AID 588436. actives 0.16% (n = 350,000). activation, % at 18.7 µM; in the data active = activation mostly above about 9.7%, no sharp cut-off; also: not every result past the cut was called active; inactives centre near 0; reference of the scale not given here
Mtb UGM inh: Mtb UDP-galactopyranose mutase inhibition; P9WIQ1; purified UGM, fluorescence polarization probe displacement; inhibition, % at 10 µM; actives 0.06% (n = 320,000); in the data active = inhibition above about 10%, passing the limit was not always enough
Target sequence (P9WIQ1 whole entry, looked up): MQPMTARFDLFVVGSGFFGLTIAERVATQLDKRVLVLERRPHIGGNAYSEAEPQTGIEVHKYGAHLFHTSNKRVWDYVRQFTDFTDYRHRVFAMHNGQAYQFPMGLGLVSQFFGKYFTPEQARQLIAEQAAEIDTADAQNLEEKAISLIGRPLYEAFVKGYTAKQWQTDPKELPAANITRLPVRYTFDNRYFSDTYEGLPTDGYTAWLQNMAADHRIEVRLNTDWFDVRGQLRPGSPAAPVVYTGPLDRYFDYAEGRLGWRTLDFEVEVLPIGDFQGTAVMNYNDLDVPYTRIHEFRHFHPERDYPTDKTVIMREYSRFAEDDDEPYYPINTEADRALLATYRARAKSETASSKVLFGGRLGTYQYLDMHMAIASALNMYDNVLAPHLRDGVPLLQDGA
Rv3671c protease: Rv3671c (M. tuberculosis) protease inhibition; inhibition, % at 5.96 µM; actives 0.048% (n = 320,000); AID 2606; in the data active = inhibition above about 38%;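 also: extracellular domain of Rv3671c used as enzyme; 0% = enzyme with DMSO and 100% = no enzyme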
BioA inh: BioA (M. tuberculosis) enzyme inhibition; inhibition, % at 9.99 µM; purified M. tuberculosis BioA enzyme, plate reader; AID 602481; actives 0.096% (n = 360,000); in the data active = inhibition above about 40%
MazEF act: increases E. coli MazEF RNase cleavage of RNA | actives 0.32% (n = 350,000) | FAM/BHQ RNA-DNA oligo cleavage fluorescence, 5 h | activation, % at 20 µM; in the data active = activation above about 50%
Target sequence (P0AE70 whole entry, looked up): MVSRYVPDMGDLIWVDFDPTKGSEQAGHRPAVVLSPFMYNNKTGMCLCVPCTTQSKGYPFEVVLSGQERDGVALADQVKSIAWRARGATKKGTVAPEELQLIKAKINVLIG
Mtb FBA inh: Mtb fructose-bisphosphate aldolase inhibition; inhibition, % at 1 µM; actives 2.3% (n = 360,000); AID 588726; purified M. tuberculosis FBA, fluorescence read-out; P9WQA3; in the data active = inhibition above about 27%;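 also: 0% = vehicle and 100% = reference inhibitor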
Target sequence (P9WQA3 whole entry, looked up): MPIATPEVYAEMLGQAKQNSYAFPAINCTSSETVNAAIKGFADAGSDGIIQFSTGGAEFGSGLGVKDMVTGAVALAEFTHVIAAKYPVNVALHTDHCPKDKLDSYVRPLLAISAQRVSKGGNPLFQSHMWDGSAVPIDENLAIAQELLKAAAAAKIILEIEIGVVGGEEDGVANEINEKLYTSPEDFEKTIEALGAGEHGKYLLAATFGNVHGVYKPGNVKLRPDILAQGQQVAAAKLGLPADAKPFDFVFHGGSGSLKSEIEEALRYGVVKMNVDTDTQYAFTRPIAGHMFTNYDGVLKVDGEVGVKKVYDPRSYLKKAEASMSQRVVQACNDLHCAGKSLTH
SARS 3CLpro inh: SARS-CoV 3CLpro protease inhibition. P0C6X7. recombinant SARS-CoV 3CLpro, quenched FRET peptide cleavage. inhibition, % at 6 µM. actives 0.14% (n = 290,000); in the data active = inhibition above about 12%
SSB-PriA inh: inhibitors of Klebsiella pneumoniae PriA binding to SSB C-terminal tail. AlphaScreen SSBct-PriA binding, biotinylated peptide. inhibition, % at 33 µM. actives 0.6% (n = 430,000); in the data active = inhibition mostly above about 37%, no sharp cut-off; inactive = mostly below about 20%;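 also: plate controls were negative control peptide for no effect and reference peptide for full effect; strong numbers were not always called active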
* = called active by the depositor; i = inactive; . = not tested or not shown; & = joins results of further samples. This is a subset; rates above refer to the full screens.

SMILES	DUSP3 inh	GDH-TPI inh	BH1578 lux ind	Mtb UGM inh	Rv3671c protease	BioA inh	MazEF act	Mtb FBA inh	SARS 3CLpro inh	SSB-PriA inh
COCc1[nH][nH]c(=O)c1C=NCC(=O)OC	9	4	i	1.5	7	-0.3	0	-5	1	9
O=C(CN1CCN(Cc2ccccc2)CC1)NC(=O)NC1CCCCC1	4	-1	i	1.2	-11	-0.9	-1	0	1	-6
COc1ccc(NC(=O)O/N=C/c2ccncc2)cc1	25	0	-0.3	-3.3	8	.	-8	-1	2	.
O=[N+]([O-])c1cc2c(c(CSc3nnc(Nc4ccccc4)s3)c1)OCOC2	-6	16	0.5	-0.1	-14	-2.5	4	-1	-1	-8
Cc1cc(N(C)C(=O)c2ccc3c(c2)S(=O)(=O)c2cc(Cl)ccc2C3=O)c(C(F)(F)F)o1	.	3	i	0.3	-3	-1.4	11	0	.	9
CCc1nc2c(OCc3ccc(C(=O)OC)cc3)cccn2c1N(C)C(=O)CC(C)C	.	4	-0.2	.	.	2.8	.	0	.	.
CCCNS(=O)(=O)c1cccc2cccnc12	25	-1	-0.3	0.2	0	-0.5	3	1	.	-8
CCCS(=O)(=O)NC(=O)C1(C)CCCN(C(=O)c2c(F)cccc2F)C1 (centres undefined)	.	-4	i	.	.	0.6	.	3	.	.
CCOC(=O)c1sc(=S)n(C)c1C	20	20	i	-2.5	0	-0.7	-2	-4	2	-14
CCOC(=O)C1CCN(C(=O)CN(c2cc(Cl)ccc2OC)S(=O)(=O)c2ccccc2)CC1	6	-2	-0.1	1.9	-5	-0.5	4	2	2	-7
NC(=O)/C(=C/c1ccco1)NC(=O)/C=C/c1ccccc1	-1	17	-2.9	-2.4	4	0.0	5	2	1	1
COc1cc(NCCC(=O)c2cccs2)c(OC)cc1Cl	28	1	-0.3	-2.9	7	.	1	-6	7	39*
C[C@@H]1CN([C@H](C)CO)C(=O)CCCn2cc(nn2)CO[C@H]1CN(C)C(=O)Nc1cccc(F)c1	.	-11	-0.4	.	.	0.2&0.5	6	0	.	.
CCOc1ccc(-c2noc(-c3cccnc3)n2)cc1OC	7	7	2.4	-2.3	-13	-1.2	5	-4	0	-2
Cc1cc(NC(=O)CCN2CCN(C)CC2)ccc1Br	-18	-8	1.6	0.1	-2	-3.0	3	0	0	-16
COc1ccc(Cl)cc1NC(=O)CCN1C(=O)C2CC=CCC2C1=O (centres undefined)	1	5	-0.5	1.8	-6	0.6	3	5	-3	-6
O=C(C1CCN(S(=O)(=O)c2cnc[nH]2)CC1)N1CCc2ccccc2C1	14	-1	i	-1.5	-1	1.5	0	4	4	-31
Cn1cc(SCC(=O)NC2CCCC2)c2ccccc21	4	8	-0.3	-2.7	-5	-2.0	8	1	3	-10&-14
CCCn1c(SCC(=O)N2CCc3ccccc3C2)nc(O)cc1=O	.	-4	i	1.4	5	0.7	-15	-1	.	-5
Cc1cccc(NS(=O)(=O)c2cccc(C(=O)NCCCN3CCCC3=O)c2)c1	.	2	i	-3.5	2	1.2	-4	2	.	-2
CCOC(=O)/C(C#N)=C(\O)c1ccc(NC(=O)c2ccc([N+](=O)[O-])cc2)cc1	0	24	-0.5	-0.4	10	-1.5	-2	0	6	1
CCc1noc(C)c1C(=O)NNC(=O)COc1cc(C)ccc1C	.	-2	-1.2	3.1	12	0.0	-2	2	.	3
COc1ccc(-c2cc(C(=O)N(C)Cc3ccccc3)c3ccccc3n2)cc1	12	4	i	-0.9	-8	-1.2	-8	70*	-1	-39
O=C(CCc1ccccc1)Nc1cccnc1	17	-5	-0.1	-1.6	-2	4.9	1	0	-1	-1
O=C(C[C@@H]1C[C@@H]2c3cc(NC(=O)C4CCC4)ccc3O[C@@H]2[C@@H](CO)O1)NCc1ccc(Cl)cc1	.	11	-0.4	.	.	-0.6	-18	3	.	.

Going on with the list:
SMILES	DUSP3 inh	GDH-TPI inh	BH1578 lux ind	Mtb UGM inh	Rv3671c protease	BioA inh	MazEF act	Mtb FBA inh	SARS 3CLpro inh	SSB-PriA inh
CCOC(=O)c1c(C)[nH]c(C)c1C(=O)COC(=O)Cc1ccc(OC)c(OC)c1	.	8	i	4.2	-3	-0.1	1	1	.	-4
CC(C)C(=O)Nc1nnc(SCC(=O)NC2CC2)s1	6	6	-0.3	-1.8	1	0.0	6	2	-1	-10
CC1=C(C(=O)Nc2ccccn2)C(c2ccc(N(C)C)cc2)n2ncnc2N1 (centres undefined)	10	7	7.1	-0.1	3	-0.1	9	0	2	-3
Cc1ccc(C(=O)c2c(NC(=O)c3ccccc3C)sc(C)c2C)cc1	4	0	-0.7	-0.5	2	-1.8	-2	1	5	17
CN(C)CCNC(=O)CNC(=S)N(CCCN1CCOCC1)Cc1cccs1	21	2	2.8	1.0	4	.	3	0	-1	-3
CC1=C(C)CC(C(=O)c2ccc(C)cc2)C(C(=O)O)C1 (centres undefined)	35	14	i	3.9	3	2.9	1	3	2	6
CC(=O)N1CCC(N(CCN2CCOCC2)C(=S)Nc2ccc(C)c(C)c2)CC1	13	1	-0.5	0.1	-3	1.1	9	1	2	1
COc1cccc(-c2cnc(C(O)c3ccc(F)c(F)c3)[nH]2)c1 (centres undefined)	.	4	i	.	.	0.4	.	-1	.	.
COC(=O)c1ccc(-c2nc3cc(N)ccc3o2)cc1	18	18	i	2.9	-6	-2.3	9	-4	4	-1
COc1ccc(NC(=O)CN(C)CC(=O)N2CCCCCC2)cc1	.	7	-0.6	.	.	2.7	4	5	.	5
CC(C)c1ccc(C(C(=O)NC2CCCC2)N(C(=O)CNC(=O)c2ccco2)c2cccnc2)cc1 (centres undefined)	-5	10	0.3	-1.0	-3	-0.6	2	0	0	-7
CN(CC(=O)Nc1cccc(F)c1)C(=O)c1ccc(OCc2cn3ccccc3n2)cc1	.	12	-1.8	1.2	2	-5.4	2	8	.	1
Nc1c(C(=O)CSc2nnc(Cc3ccccc3)o2)c(=O)[nH]c(=O)n1C1CC1	.	4	-2.1	0.3	-5	-0.4	9	-1	.	2
CCn1cc[n+](C)c1P(c1ccccc1)c1ccccc1	43	-2	-0.8	0.7	-6	.	-4	-3	2	-27
Cc1ccc(Nc2nnc(SCc3cc(=O)n4cc(C)ccc4n3)s2)cc1	10	11	-3.8	2.0	-5	-1.6	3	-3	3	-5
CCOc1ccc(-n2c(N)c(-c3nc4ccccc4n3C)c3nc4ccccc4nc32)cc1	24	-7	-0.5	-0.9	-2	.	-9	-1	4	-16
Cc1ccc(S(C)(=O)=O)cc1C(=O)Nc1ccc(S(=O)(=O)Nc2nccs2)cc1	.	2	2.0	3.3	-1	2.3	-8	-1	.	0
NC1=NN=C(N2N=C(c3ccco3)CC2(O)C(F)(F)F)n2ncnc2C1 (centres undefined)	-5	3	-0.3	2.5	4	.	-24	3	-6	32
COc1ccc(OC)c(NC(=O)c2cc(-c3c(C)cc(C)cc3O)n[nH]2)c1	-9	23	-0.2	-0.9	-3	-0.2	14	-1	2	15
Cc1onc(C(=O)N2CCC(C(N)=O)CC2)c1-c1ccccc1Cl	28	-6	i	-1.2	1	-0.4	-3	-1	-1	1
Cc1cc(=O)oc2c(C)c(OCC(=O)NCCN3CCOCC3)ccc12	15	6	-1.0	-2.2	-7	-0.7	1	16	0	-3
CSc1nc2ccccc2c(=O)n1N	4	0	-8.3	-1.2	2	0.3	1	-2	0	-10&7
COc1ccccc1N1CCN(C(=O)c2cc3cc(Cl)ccc3[nH]2)CC1	8	-4	1.3	2.6	-6	-0.4	20	1	-3	11
CNNC(=S)Nc1ccc(Cl)cc1	17	0	i	-1.0	1	0.6	3	4	3	-4
O=C(CNCCN1CCOCC1)Nc1ccccc1Sc1ccccc1	5	7	i	4.9	-11	-2.7	3	-1	-1	-17

Sorted by SMILES length (rising): some entries from above
SMILES	DUSP3 inh	GDH-TPI inh	BH1578 lux ind	Mtb UGM inh	Rv3671c protease	BioA inh	MazEF act	Mtb FBA inh	SARS 3CLpro inh	SSB-PriA inh
COC(=O)c1ccc(-c2nc3cc(N)ccc3o2)cc1	18	18	i	2.9	-6	-2.3	9	-4	4	-1
Cc1ccc(C(=O)c2c(NC(=O)c3ccccc3C)sc(C)c2C)cc1	4	0	-0.7	-0.5	2	-1.8	-2	1	5	17
CCOC(=O)c1c(C)[nH]c(C)c1C(=O)COC(=O)Cc1ccc(OC)c(OC)c1	.	8	i	4.2	-3	-0.1	1	1	.	-4

Next results.
SMILES	DUSP3 inh	GDH-TPI inh	BH1578 lux ind	Mtb UGM inh	Rv3671c protease	BioA inh	MazEF act	Mtb FBA inh	SARS 3CLpro inh	SSB-PriA inh
OC1CCCN(Cc2ccccc2)C1 (centres undefined)	29	2	i	1.4	0	-1.9	5	2	-2	-10
Cc1[nH]c(=O)[nH]c(=O)c1CSCC(=O)OCC(=O)c1ccc(Br)cc1	11	-3	-0.4	4.9	7	.	-14	1	4	-9
CC1CCCCC1NC(=O)C1CCN(C(=O)NC2CCCCC2)CC1 (centres undefined)	1	-5	i	2.4	-3	.	2	-4	-3	-17
C=CCSc1nc2sc3c(c2c(=O)[nH]1)CC(C)(C)OC3	.	-4	i	.	.	1.5	-4	1	.	-1
COC(=O)c1sc(-c2ccc(Cl)cc2)cc1NC(=O)COCC(=O)O	17	35*	-0.4	-1.3	-13	.	-9	14	5	1
O=C(NCc1cccnc1)c1cc(C2CCCN(C(=O)c3ccccn3)C2)on1 (centres undefined)	.	5	-0.4	.	.	-0.3	.	-1	.	.
Cc1cc(C)nc(SCC(=O)N/N=C\c2sccc2C)n1	28	3	-0.6	1.3	-1	.	-4	-2	-2	.
Fc1cccc(-n2ncc(-c3nnnn3-c3ccccc3)c2C(F)(F)F)c1	22	11	i	5.0	-1	-10.0	-10	2	-4	-7
CC(/C=C/c1ccccc1)=N\NC(=O)c1ccncc1	10	18	i	-2.3	3	-0.5	1	-1	-2	.
CCOc1ccc(NC(=O)c2ccc(NC(=O)c3ccccc3Br)cc2)cc1	.	4	-1.2	.	.	-0.8	-15	0	.	-11
Cc1cc(C)cc(Oc2ccc(-c3nnc(-c4ccccc4)o3)cc2[N+](=O)[O-])c1	1	12	-0.2	0.4	-9	.	6	2	-2	-13
CCCCN(C)S(=O)(=O)c1cc(Br)cc2c1N(C(=O)C1CC1)CC2	-23	-6	i	1.5	0	-0.3	-4	-1	-1	3
COc1ccc(C(C(=O)NCC2CCCO2)N(C(=O)CNC(=O)c2cccs2)c2ccc(C(C)=O)cc2)cc1OC (centres undefined)	9	-2	i	0.6	7	.	3	-4	3	-3
Cc1ccccc1S(=O)(=O)NC(=O)C1(C)CCN1C(=O)Cc1cccs1 (centres undefined)	.	8	i	.	.	-1.1	.	1	.	.
CCC(C)C1=CC(=Nc2c(C)n(C)n(-c3ccccc3)c2=O)C=C(C(C)CC)C1=O (centres undefined)	16	-2	-0.4	1.7	13	.	5	-9	2	-2
c1ccc(-c2csc3ncnc(NCCCN4CCOCC4)c23)cc1	13	-14	-0.6	-3.3	7	1.7	4	-1	-7	0
Cc1ccnc(NS(=O)(=O)c2ccc(NC(=O)C3C4C=CC(C4)C3C(=O)O)cc2)n1 (centres undefined)	9	-4	-0.5	1.3	7	.	5	6	3	-9
COCCCNC(=S)NC1CCCCC1	5	6	-0.2	-0.9	-2	-0.1	-17	0	5	8
O=C(CNC(=O)c1ccc(S(=O)(=O)N2CCCC2)cc1)N/N=C/c1ccc(Cl)cc1Cl	6	11	-0.2	-0.5	-19	-1.2	74*	1	1	.
O=C1CNC(=O)N1CC(=O)N1CCCc2ccccc21	16	-7	-1.2	3.1	-8	0.3	-11	-3	0	-4
CC(=O)c1cccc(CN2CCN(CCc3ccccc3)C(CCO)C2)c1 (centres undefined)	13	3	-0.4	-2.8	3	.	4	0	3	-11
O=c1c(OCc2ccccc2)cccn1Cc1ccccc1	.	1	0.7	.	.	0.2	9	1	.	.
CN(C)CCSc1nc(-c2ccccc2)nc2c1COC(C)(C)C2	31	10	-0.3	0.0	5	.	0	1	-4	-4

Looked up by structure from above, 2 records:
SMILES	DUSP3 inh	GDH-TPI inh	BH1578 lux ind	Mtb UGM inh	Rv3671c protease	BioA inh	MazEF act	Mtb FBA inh	SARS 3CLpro inh	SSB-PriA inh
CCC(C)C1=CC(=Nc2c(C)n(C)n(-c3ccccc3)c2=O)C=C(C(C)CC)C1=O (centres undefined)	16	-2	-0.4	1.7	13	.	5	-9	2	-2
Cc1cc(C)nc(SCC(=O)N/N=C\c2sccc2C)n1	28	3	-0.6	1.3	-1	.	-4	-2	-2	.
